# Hck-Nef inh = human Hck-Nef kinase inhibition | actives 0.68% (n = 220,000) | Recombinant Hck-YEEI plus Nef, Z-Lyte FRET kinase assay | P08631 | inhibition, % at 20 µM | AID 463187;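 active means Hck-Nef kinase inhibition above about 50%, limit read from the data; inactive means inhibition below that limit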;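 further: 0% = DMSO with Hck plus Nef and 100% = Hck alone without Nef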
# NPY-Y2 PAM-ag = potentiates or activates human NPY-Y2 receptor; cells expressing NPY-Y2, potentiator/agonist read-out; P49146; actives 0.45% (n = 220,000); activation, % at 3.6 µM; in the data active means activation above about 27%;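 further: cells stimulated with NPY near EC25 plus isoproterenol at EC100; 0% = vehicle plus submaximal agonist and 100% = vehicle plus saturating agonist; some results beyond the cut were filed as inactive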
# Runt-SMMHC FRET = Runt domain-CBFb-SMMHC interaction inhibition; Q01196+Q13951; Cerulean-Runt/Venus-CBFb-SMMHC FRET ratio 530/480, 1 h; inhibition, % at 20 µM; actives 0.74% (n = 220,000); AID 1434;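 active means mean inhibition across duplicate retests at 20 µM reaching about 50%, limit read from the data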;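 further: 0% = DMSO wells and 100% = wells with excess untagged CBFb-SMMHC; inhibitors lower the FRET ratio by blocking Runt binding to CBFb-SMMHC; some results filed as inactive read as strong as hits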
# Target sequence (Q01196 whole entry, looked up, the tested form may be a part): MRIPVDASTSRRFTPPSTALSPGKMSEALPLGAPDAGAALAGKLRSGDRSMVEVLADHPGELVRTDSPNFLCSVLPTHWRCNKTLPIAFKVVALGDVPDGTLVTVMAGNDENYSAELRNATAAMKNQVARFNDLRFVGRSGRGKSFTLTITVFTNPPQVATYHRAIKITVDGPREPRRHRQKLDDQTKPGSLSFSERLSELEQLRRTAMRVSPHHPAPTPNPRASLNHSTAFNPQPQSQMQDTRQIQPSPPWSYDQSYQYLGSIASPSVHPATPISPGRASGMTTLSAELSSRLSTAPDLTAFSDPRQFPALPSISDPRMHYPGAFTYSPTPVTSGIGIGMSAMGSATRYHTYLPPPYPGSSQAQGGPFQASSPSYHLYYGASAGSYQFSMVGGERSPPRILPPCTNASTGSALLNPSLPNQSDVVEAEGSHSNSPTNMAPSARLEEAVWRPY
# Target sequence (Q13951 whole entry, looked up, the tested form may be a part): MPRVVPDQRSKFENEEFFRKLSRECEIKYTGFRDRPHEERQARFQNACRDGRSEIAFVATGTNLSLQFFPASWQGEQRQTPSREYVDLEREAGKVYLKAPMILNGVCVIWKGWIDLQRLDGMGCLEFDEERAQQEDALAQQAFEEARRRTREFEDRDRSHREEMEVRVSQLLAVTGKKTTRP
# NPY-Y1 antag = antagonists of human neuropeptide Y receptor Y1 | P25929 | HEK293-CNG Y1 cells, membrane potential fluorescence; NPY at EC95, then isoproterenol | inhibition, % at 3.6 µM | actives 1% (n = 200,000) | AID 1040;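 active means inhibition above the campaign mean inhibition of all tested compounds plus 3 SD, cut at about 20% in these data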;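 further: 0% = DMSO wells given NPY plus isoproterenol and 100% = isoproterenol alone without NPY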
# Target sequence (P25929 whole entry, looked up): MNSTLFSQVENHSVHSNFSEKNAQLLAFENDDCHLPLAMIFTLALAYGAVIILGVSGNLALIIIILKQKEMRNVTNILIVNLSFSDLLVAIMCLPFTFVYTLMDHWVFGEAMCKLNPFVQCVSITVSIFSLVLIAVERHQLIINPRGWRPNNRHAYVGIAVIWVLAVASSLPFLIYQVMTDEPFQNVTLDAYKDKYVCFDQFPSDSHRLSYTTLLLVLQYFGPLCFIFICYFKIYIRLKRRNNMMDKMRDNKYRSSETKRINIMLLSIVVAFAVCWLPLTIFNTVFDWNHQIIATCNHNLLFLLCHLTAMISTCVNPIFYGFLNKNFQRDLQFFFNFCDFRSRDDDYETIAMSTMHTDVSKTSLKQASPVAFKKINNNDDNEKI
#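 Benchmarks – high control isoproterenol alone, low control NPY with isoproterenol · Material – HEK293 Y1/CNG channel cell line · Times – dye 3 h, compound 60 min room temperature, stimulation 45 min · Probe or stimulus – NPY (25 nM), isoproterenol (1 µM), Ro 20-1724 (25 µM) · Evaluation – % inhibition of NPY effect · Signal – fluorescence, membrane potential probe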
# MDM2 E3 inh = Mdm2 E3 ligase (human) inhibition; Q00987; cell-based MDM2 ubiquitination luciferase reporter, 2 h; 0 = plate control, 100 = twice control, blank-subtracted; signal enhancement, % at 5 µM; actives 0.11% (n = 210,000); AID 1230;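 active means signal enhancement of 30% or more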;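 further: luminescence tracks abundance of the self-degrading MDM2-luciferase fusion protein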
#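 Assay system: stable mammalian line carrying autodegrading MDM2–luciferase fusion reporter; Input: 2000 cells in each well; Compound dosing: single-point 5 µM; Schedule: 2 h compound exposure at 37 °C; Signal: SteadyLite luciferase luminescence after 15 min room-temperature reagent incubation; Evaluation: % luminescence enhancement versus blank-corrected plate control mean; Benchmarks: plate controls and plate blanks.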
# Runt-CBFb FRET = Runt domain-CBFb interaction inhibition; inhibition, % at 20 µM; Cerulean-Runt/Venus-CBFb FRET ratio 530/480, 1 h; actives 0.46% (n = 220,000); Q01196+Q13951;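 active means inhibition over about 50% at 20 µM in the single-dose screen, limit read from the data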;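 further: 0% = DMSO wells and 100% = excess unlabeled CBFb competitor control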
#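 Buffer or medium: Tris pH 7.5 buffer with BSA. Assay system: Cerulean-labeled Runt domain protein. Amount: each fluorescent fusion protein 100 nM. Read-out basis: loss of energy transfer signal. Incubation: 1 h compound exposure, room temperature. Probe or stimulus: Venus-CBFb binding partner, 100 nM. Detection: FRET, excitation 422 nm, emission at 530 and 480 nm.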
# p97 inhibitor = inhibitors of human p97 ATPase; P55072; recombinant p97 ATPase, Kinase-Glo ATP luminescence, 3 h; inhibition, % at 8 µM; actives 0.42% (n = 220,000); in the data active means inhibition above about 15%;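 further: 0% = DMSO vehicle and 100% = wells lacking enzyme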
# NPY-Y1 PAM-ag = potentiates or activates human NPY-Y1 receptor; P25929; NPY-Y1 expressing cells, potentiator/agonist activation; activation, % at 3.6 µM; actives 0.37% (n = 220,000); AID 1304; in the data active means activation above about 33%, passing the limit was not always enough;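 further: cells stimulated with NPY at EC10 then isoproterenol at EC100; 0% = low agonist plus stimulus and 100% = saturating agonist plus stimulus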
# RBBP9 inh = blocks human serine hydrolase RBBP9; O75884; recombinant RBBP9, FP-Rh probe fluorescence polarization; inhibition, % at 7.94 µM; actives 0.2% (n = 220,000);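 active means inhibition above the campaign mean of all tested compounds plus 3 SD, cut at about 14% in these data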;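 further: plate controls were DMSO wells with RBBP9 for no effect and wells lacking RBBP9 protein for full effect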
#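 System: RBBP9 protein / Quantity: 2.5 µM RBBP9 dispensing solution, before mixing / Also added: Serine-hydrolase probe FP-Rh, 375 nM pre-mixing / Dosing: 7.94 µM single dose, 0.794% DMSO / Timing: enzyme-compound preincubation 30 min, then probe labeling 45 min, 25 °C / Signal: FP readout at 525/598 nm / Controls: DMSO-treated enzyme wells and wells lacking RBBP9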
# Active calls of the source: *; nt = not tested or not shown; & = joins results of further samples.
No.	NPY-Y1 PAM-ag	Runt-SMMHC FRET	Hck-Nef inh	NPY-Y1 antag	Runt-CBFb FRET	NPY-Y2 PAM-ag	p97 inhibitor	MDM2 E3 inh	RBBP9 inh	compound
1	-5	10	21	-3	8	-6	4	-26	-2	COc1cc2c(cc1OC)-c1n[nH]c(=S)n1C(C)(C)C2
2	18	2	0	-1	2	-13	6	-5	0	Nc1nnc(C2CCCC2)s1
3	4	21	0	-2	8	-2	-1	-9	-3	Cc1ccc2cccnc2c1N
4	-24	1	-1	2	1	3	-6	-13	-6	Cc1cc(Cl)ccc1OCCCC(=O)Nc1cccnc1
5	2	-7	24	2	10	-5	6	7	-6	CCOc1cccc(/C=N/NC(=O)c2cc(-c3cccn3C)n[nH]2)c1O
6	7	-3	0	nt	0	-3	1	-66	-3	COc1ccc(C(=O)OCC(=O)c2ccc(C)c(S(=O)(=O)N3CCOCC3)c2)cc1OC
7	0	-2	21	3	2	12	4	-11	-2	Cc1ccnc(SCC(=O)N2CCc3ccccc3C2)n1
8	-24	0	14	2	1	-14	-4	-5	1	Oc1oc(-c2ccccc2)nc1C=NCc1ccccc1
9	-11	-4	28	1	-2	-11	-3	-3	-2	CCc1nc(N2CCC3(CC2)OCCO3)c2nnn(Cc3ccccc3)c2n1
10	6	nt	0	4	nt	1	0	nt	-2	CCCNC(=O)N1CCN(S(=O)(=O)c2ccc(C)c(C)c2)CC1
11	28	-2	17	0	0	-5	4	-3	-4	O=C(CNCC1CCCO1)N1CCCCCC1 (configuration not stated)
12	-22	-11	-10	18	-6	-3	-10	-1	-6	CCOC(=O)C(C(C)=O)C(c1ccc(OCCC(C)C)cc1)C(C(C)=O)C(=O)OCC (configuration not stated)
13	-2	-3	1	-2	0	3	0	-1	1	COCCN(C(=O)Cc1cccs1)c1nnc(-c2ccncc2)s1
14	-2	0	17	2	1	-1	-4	-16	-4	CCCCCCC1CC(=O)NC(=S)N1 (configuration not stated)
15	-8	-3	2	-1	2	-21	1	-6	3	O=C(c1ccccc1)c1ccc(N2CCNCC2)cc1
16	10	3	26	3	4	-4	4	2	-3	Nc1nc2c(F)c(F)c(F)cc2s1
17	-12	-4	20	8	0	0	3	3	-3	COC(=O)CCn1nc(-c2ccc(Cl)cc2)c2ccccc2c1=O
18	-35	0	2	4	-2	-7	4	5	8	COc1ccc(-c2nc(SC)n(S(=O)(=O)c3ccccc3)n2)cc1
19	7	1	3	nt	-4	1	-4	-9	3	COc1ccc(CN(CCC(c2ccco2)C(C)C)C(C)=O)cc1OC (configuration not stated)
20	-4	2	27	nt	1	4	6	-6	-3	C#CCOC(=O)Nc1cc(C)n(-c2ccccc2)n1
21	0	92*	22	-2	20	-5	-3	-4	-7	CCN(CC)c1ccc2cc(C(N)=O)c(=N)oc2c1
22	33	-2	21	1	0	6	1	-7	-2	NC(=O)c1cnn(-c2cc(Oc3ccccc3)ncn2)c1N
23	6	3	1	-1	1	11	1	-5	-1	CC1(C)CC(=O)C(=CN2CCOCC2)C(=O)C1
24	-10&-9	-7&-2	21	3&2	-1&-5	-8&-3	-8&1	-6	-7&3	CC[C@H](C)C(=O)O[C@H]1CCC=C2C=C[C@H](C)[C@H](CC[C@@H]3C[C@@H](O)CC(=O)O3)[C@H]21
25	0	-2	4	2	0	7	3	nt	-1	O=C(CN1CCSC1=NCc1ccccc1)c1ccccc1
26	2	-2	7	3	0	-4	-2	-7	-11	O=C(Cc1ccccc1)N1CCN(C(=O)c2ccco2)CC1
27	12	-8	7	0	2	2	3	-5	-3	COc1ccc(-c2nn(-c3ccccc3)cc2/C=C(/C#N)C(N)=O)cc1[N+](=O)[O-]
28	4	-8	14	nt	-25	-1	-2	-16	-7	COc1ccc(C(=O)C[n+]2ccc3ccccc3c2C)cc1
29	10	-2	0	nt	2	-9	-7	-8	-15	O=C(CCc1ccccc1)Nc1ccc(S(=O)(=O)N2CCOCC2)cc1
30	5	0	22	0	1	-9	0	-4	-7	CCOc1ccc(C(=O)NCC(=O)OCC(=O)NC2CCCC2)cc1
31	-31	-4	-2	4	2	-6	2	1	-3	COc1cccc(-n2c(C)nc3cc(C(=O)O)ccc32)c1
32	-36	2	-1	-5	0	6	1	2	-5	OCCN(Cc1ccccc1)CC1CC=CCC1 (configuration not stated)
33	7	3	0	-2	0	4	-11	-26	-7	O=C(NCc1ccc(F)cc1)c1cc2n(n1)C(C(F)(F)F)CC(C1CC1)N2 (configuration not stated)
34	-21	3	19	2	2	11	4	-23	-6	Cc1csc(NC(=O)Cn2nc(C)c([N+](=O)[O-])c2C)n1
35	3	-1	-8	4	7	-6	7	1	6	Cc1ccc(OCCNC(=O)/C=C/c2ccco2)cc1C
36	18	0	1	1	-2	-17	3	-3	2	COc1ccccc1OCCCCCNCCO
37	8	6	14	nt	0	5	3	-1	-10	Fc1cc2[nH]cnc2cc1Cl
38	-18	1	-12	5	2	1	-3	-18	-6	Cc1nn(C)cc1S(=O)(=O)Nc1ccc2c(c1)OCCO2
39	11	-5	8	-5	0	2	3	-4	-8	CCN(CC)c1ccc(/C=N/NC(=O)Cc2nnc(NC(=O)Nc3ccccc3)s2)cc1
40	-3	0	36	2	0	-3	-2	-17	-9	COc1ccc(NC(=O)CSc2ccccc2)c([N+](=O)[O-])c1
41	2	-53	4	-3	-130	9	2	-21	-4	COC(=O)c1nc2ccc(N3CCOCC3)cc2c(C)c1C(=O)OC
42	22	8	-1	-4	-1	-5	2	-5	-6	CC(C)c1ccc(C(=O)CC2(O)C(=O)N(CN3CCOCC3)c3ccccc32)cc1 (configuration not stated)
43	11	3	14	4	2	-2	-1	-20	-1	CCCCn1c(SCC(=O)NCc2ccco2)nc2c1c(=O)n(C)c(=O)n2C
44	-4	-2	0	-2	3	-10	-1	-11	-10	N#Cc1c(NC(=O)c2cccnc2)sc2c1CCC2
45	-10	0	24	11	-1	12	4	-24	-3	O=c1c2nnn(-c3ccc(Br)cc3)c2ncn1Cc1ccccn1
46	16	5	-12	0	4	-9	0	-29	4	c1ccc(-c2nccc(-c3ccco3)n2)nc1
47	15	1	0	10	0	3	-6	-4	-8	CCN(C(=O)c1cc(Cl)ccc1OC)C1CCCCC1
48	4	40	1	2	2	1	-2	-6	-7	O=C(Cc1ccc(-n2c(=O)c3sccc3n(Cc3ccc(F)cc3)c2=O)cc1)NCc1ccco1
49	-5	-3	8	-1	-2	-8	-5	-2	-12	COc1ccc(CNC(=O)COC(=O)c2cncc(Br)c2)cc1
50	17	-2	23	-1	0	2	4	-11	-11	COc1ccc(NC(=O)CSCC(=O)NCCc2ccccn2)cc1
51	-24	1	0	-5	37	-2	-2	-6	-8	O=C(COc1ccccc1)Nc1ccc([N+](=O)[O-])cc1
52	8	0	97*	5	2	2	1	-15	3	COc1cc(NC(=S)Nc2cccc(C)n2)cc(OC)c1OC
53	-19	2	0	2	0	8	-1	-4	-7	CCn1c(SCC(=O)NNC(=S)Nc2ccc(C)cc2)nnc1-c1ccc(Cl)cc1
54	-17	-1	31	3	0	-11	1	-10	-2	CCOc1ccc(C(=O)NCCc2ccc3c(c2)OCCO3)cc1
55	-34	-5	0	24*	-13	-30	-12	-6	-5	COC(=O)c1sccc1NC(=O)CSc1cccc(Cl)c1Cl
56	7	0	0	-3	1	-4	-1	-14	-2	Cc1cc(C)nc(N2CCC(C(=O)Nc3ccc4c(c3)CCC4)CC2)n1
57	2	-1	-10	-1	-1	-6	4	3	-7	NC(=O)c1cc[n+](CC(=O)c2ccc(NC(=O)c3ccccc3)cc2)cc1
58	-12	-1	1	-4	2	-9	5	-23	1	O=C(NCc1ccc(F)cc1)c1cnc2n(c1=O)CCS2
59	0	0	-26	-1	9	2	0	-6	11	CN(C)S(=O)(=O)c1cccc(NC(=S)Nc2ccc3cn[nH]c3c2)c1
60	-1	-1	0	5	-2	-17	-1	-6	-9	COC(=O)c1c(NC(=O)Cn2cc([N+](=O)[O-])cn2)sc2c1CCC2

# Next results follow:
No.	NPY-Y1 PAM-ag	Runt-SMMHC FRET	Hck-Nef inh	NPY-Y1 antag	Runt-CBFb FRET	NPY-Y2 PAM-ag	p97 inhibitor	MDM2 E3 inh	RBBP9 inh	compound
61	2	4	4	5	-1	-2	0	-4	-1	Cc1ccc(NC(=O)c2ccccc2NC(=O)Cc2ccccc2)cc1
62	0	-4	-3	2	0	0	7	-17	-5	O=C(Nc1cccc(C(F)(F)F)c1)C1CCN(S(=O)(=O)c2cnc[nH]2)CC1
63	14	0	20	3	-2	-4	-3	-7	-3	Cc1nn(C)c(C)c1CN(Cc1nc(-c2cc(F)ccc2F)oc1C)C1CC1
64	-3	1	-2	2	-2	13	6	-3	1	O=C(CSc1nc2ccccc2c(=O)n1Cc1ccc(C(=O)NC2CC2)cc1)NCc1ccco1
65	-15	0	-5	10	0	-12	2	0	-12	O=c1cc(-c2ccccc2)nc(SCc2ccccc2F)[nH]1
66	-29	81*	6	0	6	7	6	nt	-5	CCN(CC)c1ccc2cc(S(=O)(=O)c3ccc(Cl)cc3)c(=O)oc2c1
67	13	1	17	-1	-2	13	3	-16	-1	CC(C)CCNC(=O)c1cccc(Cl)c1
68	-20	-1	0	6	-2	-7	1	-20	-2	CSc1nc2ccc(NC(=O)c3ccco3)cc2s1
69	0	2	-4	5	2	-2	2	-4	-8	O=C(NC1CC1)c1ccc(-n2cccc2)cc1
70	13	9	-83	-5	0	-3	0	-1	4	CCOc1cccc(/C=N/NC(=O)CC2C(=O)NN=C2C)c1O (configuration not stated)
71	-8	-2	19	nt	0	10	0	-2	5	Cc1ccc2[nH]c(=O)c(-c3noc(CC(C)C)n3)cc2c1
72	-9	2	1	-6	-1	-9	5	-11	-7	O=C1NC2=C(CCc3ccccc32)C(c2ccccc2)N1 (configuration not stated)
73	11	9	-9	-2	7	9	3	nt	8	COc1ccc(-n2c(C(C)n3nc(C)c([N+](=O)[O-])c3C)n[nH]c2=S)cc1 (configuration not stated)

# Values by screen from the entries so far:
# Entries 62 to 72 in MDM2 E3 inh: -17, -7, -3, 0, nt, -16, -20, -4, -1, -2, -11
# Entries 62 to 72 in NPY-Y2 PAM-ag: 0, -4, 13, -12, 7, 13, -7, -2, -3, 10, -9
# Entries 62 to 72 in Runt-SMMHC FRET: -4, 0, 1, 0, 81*, 1, -1, 2, 9, -2, 2

# Not a hit list (roughly 3.5% active in at least one column).
